Bioassay records as filed in PubChem.
Pol eta inh: qHTS for Inhibitors of Polymerase Eta. DNA polymerase eta (Homo sapiens), Q9Y253. recombinant Pol eta, fluorescent DNA replication assay. Potency, µM (titrated, usually from 114 µM), for inactives: top-dose activity change, negative = inhibition, most hits filed as inhibitors. 1.2% of 390,000 active. AID 588591, 2011; also: potency is read from the fitted curve at half-maximal effect; % is scaled to controls: 0 for no effect and ±100 for the full control effect
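Fluorescent replication assay: 50 nM final substrate added after a 15 min room-temperature compound preincubation with 10 nM enzyme. Signal taken at 0 min and again at 10 min.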
BAZ2B block: qHTS Assay for Inhibitors of BAZ2B; AlphaScreen BAZ2B-H3K14Ac peptide displacement; Potency, µM (series often up to 114 µM), for the others: at the highest dose activity change, negative = inhibition, actives largely listed as inhibitors; 4.4% of 360,000 active; AID 504333, 2011; also: potency is read from the fitted curve at half-maximal effect; % is scaled to controls: 0 for no effect and ±100 for the full control effect; nearly all actives have a fitted effect of over 60% in size
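AlphaScreen displacement: compounds (up to 110uM) incubated 30 min at room temperature with a preformed 50 nM BAZ2B/50 nM biotinylated H3K14Ac peptide complex in PBS pH 7.4 with Tween-20. Donor and acceptor beads at 10 ug/mL final added, 20 min light-protected before reading.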
JMJD2A Tudor: qHTS Assay for Inhibitors of JMJD2A-Tudor Domain; 4.4% of 390,000 active; Lysine-specific demethylase 4A (Homo sapiens), O75164; AlphaScreen JMJD2A-Tudor / H3K4me3 peptide binding; AID 504339, 2011; Potency, µM (titrated, usually from 114 µM), inactives show at the highest dose activity change, negative = inhibition, actives largely listed as inhibitors; also: potency is read from the fitted curve at half-maximal effect; % is scaled to controls: 0 for no effect and ±100 for the full control effect; nearly all actives have a fitted effect of over 50% in size
GLS inh: qHTS for Inhibitors of Glutaminase (GLS); Glutaminase kidney isoform, mitochondrial (Homo sapiens), O94925; GLS enzymatic activity, qHTS titration; Potency, µM (titrated, usually from 45.5 µM), without a hit: at the highest dose activity change, negative = inhibition, most hits filed as inhibitors; 0.21% of 410,000 active; also: potency is read from the fitted curve at half-maximal effect; % is scaled to controls: 0 for no effect and ±100 for the full control effect
Target sequence (O94925 whole entry, looked up, canonical isoform): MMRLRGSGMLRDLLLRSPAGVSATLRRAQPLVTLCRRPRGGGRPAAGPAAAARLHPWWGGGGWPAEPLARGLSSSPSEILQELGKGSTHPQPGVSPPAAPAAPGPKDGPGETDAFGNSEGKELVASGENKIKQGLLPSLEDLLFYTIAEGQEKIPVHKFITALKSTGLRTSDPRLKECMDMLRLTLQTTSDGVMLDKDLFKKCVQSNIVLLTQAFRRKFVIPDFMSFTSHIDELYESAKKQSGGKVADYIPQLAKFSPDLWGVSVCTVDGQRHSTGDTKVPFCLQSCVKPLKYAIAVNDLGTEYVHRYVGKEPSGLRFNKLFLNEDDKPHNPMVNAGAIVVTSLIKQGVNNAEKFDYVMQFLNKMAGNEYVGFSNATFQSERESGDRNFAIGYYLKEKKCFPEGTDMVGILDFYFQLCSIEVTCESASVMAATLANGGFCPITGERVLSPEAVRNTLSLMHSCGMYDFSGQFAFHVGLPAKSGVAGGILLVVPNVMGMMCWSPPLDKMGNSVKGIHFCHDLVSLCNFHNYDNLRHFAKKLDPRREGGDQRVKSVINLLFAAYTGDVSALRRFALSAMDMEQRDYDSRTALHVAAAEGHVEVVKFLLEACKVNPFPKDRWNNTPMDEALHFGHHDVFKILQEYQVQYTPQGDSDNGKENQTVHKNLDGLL
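Compounds were pin-transferred onto hKGA, after which L-glutamine (1 mM solution) and a detection mix of glutamate oxidase, HRP and Amplex Red were added. Initial and 30 min RT fluorescence reads were collected.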
PI4K2A block: qHTS for small molecular inhibitors of PI4K2A; purified PI4K2A, ADP-Glo luminescence, 1 h; hits give low values; activity change, negative = inhibition, % at 76.9 µM; 0.13% of 420,000 active; in the data active = activity change below about -50%; inconclusive = mostly about -30% to -49%;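 also: -100% = wells without enzyme as full effect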
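ADP-Glo luminescence measured ADP generated by PI4K2A enzyme (4 ug/mL before mixing) with 1.2 mM PI substrate (pre-mix) and 300 microM ATP (pre-mix). Tris pH7.5 buffer with MgCl2, Triton X-100; 1 h reaction at ambient temperature.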
G9a block: qHTS Assay for Inhibitors of Histone Lysine Methyltransferase G9a | G9a H3K9 monomethylation, AlphaScreen, 2 h | Histone-lysine N-methyltransferase EHMT2 (Homo sapiens), Q96KQ7 | 8.8% of 350,000 active | Potency, µM (top dose mostly 102 µM), for the others: at the top dose activity, negative = inhibition, most hits filed as inhibitors; also: potency is read from the fitted curve at half-maximal effect; % is scaled to controls: 0 for no effect and ±100 for the full control effect; nearly all actives have a fitted effect of over 75% in size
Target sequence (Q96KQ7 913-1193 limits assumed): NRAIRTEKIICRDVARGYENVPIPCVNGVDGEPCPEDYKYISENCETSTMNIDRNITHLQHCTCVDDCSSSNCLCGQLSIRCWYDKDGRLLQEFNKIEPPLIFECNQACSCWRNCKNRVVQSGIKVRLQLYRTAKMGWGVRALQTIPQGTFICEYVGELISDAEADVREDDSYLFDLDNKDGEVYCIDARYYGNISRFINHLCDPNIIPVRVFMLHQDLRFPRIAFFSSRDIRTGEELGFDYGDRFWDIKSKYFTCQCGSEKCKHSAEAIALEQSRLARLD
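Quantitative HTS format: methyltransferase activity on a biotin-tagged H3K9 peptide is measured by AlphaScreen, using a rabbit anti-monomethyl-H3K9 antibody with streptavidin donor and anti-IgG acceptor beads. Final levels are 20 nM enzyme, 500 nM peptide, 20 uM SAM; 2 h RT.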
Pin1 inhibitor: qHTS Assay to Find Inhibitors of Pin1. Peptidyl-prolyl cis-trans isomerase NIMA-interacting 1 (Homo sapiens), Q13526. Pin1 FP peptide displacement, HiFluor488, 10 min. Potency, µM (highest dose often 115 µM), for the others: top-dose activity, negative = inhibition, usual class: inhibitors. 0.009% of 390,000 active; active = well fitted inhibition curve with a large enough effect in the polarisation, with a control signal flat, not every such curve was filed as active; inconclusive = small, poorly fitted or top-dose-only effect, or effect the other way, or a change in a side signal; inactive = no such curve, though single readings can be large or run the other way; the % refers to the polarisation; also: potency is read from the fitted curve at half-maximal effect; % is scaled to controls: 0 for no effect and ±100 for the full control effect
HP1b binding inh: HTS for Inhibitors of HP1-beta Chromodomain Interactions with Methylated Histone Tails; Potency, µM (top dose mostly 114 µM), for the others: at the highest dose activity change, negative = inhibition, actives largely listed as inhibitors; AlphaScreen HP1-beta / biotin-H3K9me3 peptide binding; 0.56% of 390,000 active; Chromobox protein homolog 1 (Homo sapiens), P83916; also: potency is read from the fitted curve at half-maximal effect; nearly all actives have a fitted effect of over 70% in size; inactives centre near 23
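AlphaScreen: HP1-beta (50 nM) preformed 30 min with biotin-H3(1-18)K9me3 peptide (50 nM) in PBS pH 7.4, 0.01% Tween-20. Compound added for 30 min at RT, then streptavidin donor/nickel chelate acceptor beads (10 ug/mL) for 30 min.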
PGK inhibitor: qHTS Assay to Find Inhibitors of Phosphoglycerate Kinase; AID 602233, 2012; 0.043% of 380,000 active; Phosphoglycerate kinase, glycosomal (Trypanosoma brucei brucei), P07378; PGK/GAPDH coupled, Kinase-Glo luminescence, 60 min; Potency, µM (doses to about 57.5 µM), for the others: at the highest dose activity change, negative = inhibition, usual class: inhibitors; also: potency is read from the fitted curve at half-maximal effect; % is scaled to controls: 0 for no effect and ±100 for the full control effect; nearly all actives have a fitted effect of over 60% in size
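Recombinant glycosomal PGK reaction used 1,3-bisphosphoglycerate generated in-well by GAPDH (100nM final) in 100mM TEA pH 7.6, 5mM MgCl2, 0.01% Tween-20. After 60 minutes at room temperature, ATP was read by Kinase-Glo Plus luminescence end-point.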
Numbers without * were called inactive; i = inactive; ? = inconclusive; / = not tested or not shown; & = joins results of further samples; [ ] = dose if it differs, or a comment. Unless noted, calls follow the shape of the dose curve; as a rule, active = well fitted curve in the direction sought with a large enough effect; inconclusive = small, poorly fitted or top-dose-only effect, or another doubt; inactive = no such curve, though single readings can be large; an effect the other way counts as inactive or inconclusive.

SMILES	Pol eta inh	BAZ2B block	JMJD2A Tudor	GLS inh	PI4K2A block	G9a block	Pin1 inhibitor	HP1b binding inh	PGK inhibitor
CC(OC(=O)CN1C(=O)NC2(CCCC2)C1=O)c1ccc(F)cc1 (stereo not drawn)	-3%	1%	-15%	-2%	-3	2%[12.7 µM]	5%	35%	3%
Cc1nc2ccc(C(=O)OCc3nnc(-c4ccccc4)o3)cc2nc1C	-5%	-29%	-27%	-7%	5	24%	-22%	20%	i
O=C(Nc1ccc(Nc2ccccc2)cc1)c1ccc(Cl)cc1	-12%	/	-2%	0%	-16	/	-3%	27%	0%
COC(=O)Cn1nc(-c2ccccc2)n(-c2ccccc2)c1=S	9%	-6%	-23%	-3%	0	6%	-1%	43%	-7%
COc1cccc(CNC(=O)CCS(=O)(=O)c2ccc3c(c2)NC(=O)CO3)c1	-13%	-26%	-1%	-13%	-1	/	4%	44%[activator]	2%
CC(C)NC(=O)c1n[nH]c(=O)c2ccccc12	2%	4%	-13%	0%	-2	-4%	6%	48%[activator]	-1%
O=C(Nc1ccc(-n2cccn2)cc1)C1CCN(Cc2ccccn2)CC1	-8%	?	22µM*	-10%	7	35µM*	-2%	21%	-10%
CN1CCN(CCc2cn3ncc(C#N)c3nc2-c2ccc(F)cc2)CC1	-14%	-3%	5%	-10%	-1	-4%	-8%	11%	-9%
COc1ccccc1CNC(=O)CSc1ccc(-c2ccncc2)nn1	1%	1%	-2%	0%	-1	0%	-1%	41%[activator]	7%
CCCCOc1cccc(C(=O)N(Cc2ccc(C)o2)c2ccccn2)c1	-22%	36%	-7%	2%	-1	2%[59 µM]	-8%	22%	-8%
COc1ccccc1N=c1sc2ccccc2n1C	-2%	-4%	15%	0%	2	-1%[59 µM]	-2%	53%[activator]	/
CN1CC(c2ccccc2)C2(SC(=S)N(Cc3ccco3)C2=O)C12C(=O)Nc1ccccc12 (stereo not drawn)	-19%	?	?	-5%	4	?	10%	-3%	4%
COc1ccc(NC(=O)CN(c2ccc(Cl)cc2)S(C)(=O)=O)cc1OC	-14%	-6%	1%	-2%	-4	-4%[59 µM]	7%	47%[activator]	-7%
COc1ccc(Cl)cc1NC(=S)NCc1ccccn1	-15%	-7%	-14%	-7%	2	20µM*	-3%	10%	8%
CC1Sc2ccccc2N(CC(=O)N(C(C)C)C(C)C)C1=O (stereo not drawn)	5%	-3%	-15%	1%	0	10%[59 µM]	-1%	32%[activator]	-6%
CN(c1ccccc1)S(=O)(=O)c1nnc(NC(=O)C2CCCCC2)s1	3%	-2%	-15%&-35%	4%&5%	3&-1	?	0%&1%	57%&7%[activator]	-1%
C/C(=N\NC(=O)COc1ccccc1F)c1cc2ccccc2o1	-19%	4%	-12%	5%	0	6%[59 µM]	21%	35%	4%
COCc1nnc(NS(=O)(=O)c2ccc([N+](=O)[O-])cc2)s1	-7%	?	?	7%	0	?	0%	16%	-1%
Cc1ccc(S(=O)(=O)Nc2cccc(C(=O)NCC(c3ccccc3)N(C)C)c2)cc1F (stereo not drawn)	7%	-11%	-22%	6%	1	-38%	-7%	-1%	-7%
CNC(=O)COc1coc(CN2CCN(c3ccccc3F)CC2)cc1=O	-5%	-7%	-16%	-11%	5	11%	-4%	61%[activator]	i
Cc1cccc(-n2ncc3c(N4CCC5(CC4)OCCO5)ncnc32)c1	-8%	1%	-5%	8%	0	14%[12.7 µM]	7%	40%[activator]	-7%
Cc1ccc(-n2ncc(C(=O)N3CCN(Cc4ccccc4)CC3)c2C2CCN(C(=O)OC(C)(C)C)CC2)c(C)c1	-28%	-2%[57.1 µM]	-22%	-7%	-1	-35%[59 µM]	10%	24%	-5%
Cc1cc(C)cc(NC(=S)N2CCN(S(=O)(=O)c3ccccc3)CC2)c1	-27%	-27%	?	7%	-16	-11%	-2%	23%	-4%
Clc1ccc(CCNc2nc3ccccc3c3nc(-c4ccccc4)nn23)cc1	-11%	5%	9%	-17%	5	5%[59 µM]	-4%	35%[activator]	-9%
COc1cccc(C(=O)N2CCN(C(=O)C3COc4ccccc4O3)CC2)c1 (stereo not drawn)	-15%	-4%	-5%	-1%	15	36%[activator]	0%	51%[activator]	10%
Other structures follow:
SMILES	Pol eta inh	BAZ2B block	JMJD2A Tudor	GLS inh	PI4K2A block	G9a block	Pin1 inhibitor	HP1b binding inh	PGK inhibitor
COc1ccc(CCN(C)C(=O)C2CCN(Cc3cccc(OC)c3OC)CC2)cc1OC	-23%	?	3.2µM*	2%	2	/	-4%	-16%	i
Cc1cc(Cl)ccc1C1=CC(=O)C[C@H](c2ccc(F)cc2)C1	-19%	34%	33%	0%	-3	-3%[0.501 µM]	-1%	149%[activator]	i
O=S(=O)(NCc1ccco1)N1CCCCCC1	-8%	-4%	-8%	-2%	2	-25%[12.7 µM]	-2%	28%	-6%
COc1ccc(-c2csc(NC(=O)CSc3n[nH]c(N)n3)n2)cc1	-7%	-8%	10µM*	?	2	8.9µM*	-2%	79µM*	i
CC(=O)c1cccc(NC(=O)C2CCCN2S(=O)(=O)c2cccs2)c1 (stereo not drawn)	-2%	/	/	0%	1	/	/	/	7%
Cc1ccc(OC(=S)Nc2ccc(F)cc2)cc1	6%	8%	-11%	22%	-1	21%[59 µM]	1%	?	-4%
COc1cc(CN2CCC(n3nccc3NC(=O)c3ccc4c(c3)OCO4)CC2)ccc1O	-17%	-16%	-11%	1%	2	?	-1%	12%	1%
CCc1ccc(NC(=O)CSc2nc3n[nH]c(C)c3c(=N)n2-c2ccc(C)cc2)cc1	-2%	?	-4%	-10%	-5	3%[59 µM]	9%	61%[activator]	-7%
N#Cc1ccsc1NC(=O)CSc1nncs1	40µM*	/	-3%	1%	-4	/	?	28%	-10%
N/C(=N/OC(=O)c1ccccc1Cl)c1nonc1N	-7%	/	18%	-3%	-54*	8%	-9%	57%[activator]	?
COCc1c(C(=O)N/N=C(/C)c2ccccc2)nnn1-c1nonc1N	-1%	-6%	-9%	-2%	0	5%	6%	30%	3%
CCCC(O)(CCC)C(=O)NN(C(=O)CCl)c1cccc(C)c1	-17%	3%	10%	1%	11	-10%	-3%	33%	-10%
COc1ccc(CCNC(=O)/C=C/C(=O)O)cc1OC	-5%	-19%	-4%	15%	-6	-10%	-10%	67%[activator]	1%
CC(C)(C)c1ccc(-c2noc(CCC(=O)NCc3ccco3)n2)cc1	-13%	-29%	-26%	0%	4	?	-1%	3%	2%
COc1cccc(-c2nc(CS(=O)(=O)CC(=O)NCCCc3ccccc3)c(C)o2)c1	-15%&-10%	?	-10%&-13%	-4%&1%	-3&2	-25%	5%&2%	6%&32%	i
Cc1cccc(NC(=S)N2CCCCCC2)c1	-13%	-12%	0%	12%	-1	-13%[59 µM]	-2%	32%	i
O=C(NC1CCCCC1)C(c1ccc(Cl)cc1)N1CCC2(CC1)OCCO2 (stereo not drawn)	12%	-33%	-11%	2%	0	-9%	-9%	50%[activator]	-2%
O=C(CSc1nc2nc3c(cc2c(=O)n1-c1ccccc1)CCCC3)Nc1ccccc1	-20%	10%	1%	3%	-2	-1%[59 µM]	58%[activator]	41%[activator]	1%
COc1cccc(/C=N/NC(=O)c2ccccc2N(Cc2ccccc2)S(=O)(=O)c2ccccc2)c1OC	-11%	2%	-25%	8%	0	/	-1%	12%	-7%
O=C(O)c1ccc([N+](=O)[O-])cc1	-5%	/	-4%	13%	-2	/	-9%	44%[activator]	9%
CCc1ccccc1NC(=O)CN1C(=O)c2cccnc2Sc2ccccc21	-6%	5%	-15%	3%	0	37%[59 µM]	4%	6%	i
COc1cccc(C(=O)Nc2nc(-c3nnn(-c4ccccc4C(F)(F)F)c3C)ns2)c1	-6%	2%	-12%	6%	-3	17%[59 µM]	14%	39%[activator]	7%
O=C(COC(=O)c1cncc(Br)c1)NCc1ccc(F)cc1	-5%	-1%	-11%	7%	35	-2%	4%	34%	-4%
COc1ccccc1-c1ccc(SCC(=O)NCCc2ccccc2)nn1	-22%	-8%	-11%	6%	1	-3%	1%	30%	i
CC(C)(C)c1ccc(C(=O)N2CCN(c3ncccn3)CC2)cc1	-13%	2%	13%	4%	6	-10%	5%	28%	-6%
CCOC(=O)c1cc(-c2csc(N/N=C/c3ccccc3Cl)n2)on1	-9%	-3%	6%	-21%	-2	/	1%	20%	-9%
COc1ccc(N2CCN(C(=O)C3Cc4ccccc4CN3C(=O)c3ccccc3)CC2)cc1 (stereo not drawn)	-12%	?	-35%	-5%	3	50µM*	8%	-12%	-5%
CN(C)S(=O)(=O)NCCNC(=O)c1cc(OCC(F)(F)F)ccc1OCC(F)(F)F	-21%	2%	-17%	0%	3	-1%	-8%	44%[activator]	i

These rows are one share of the data, so the mix of outcomes need not match the whole.
